Assay outcomes as filed in PubChem BioAssay.
CF NFkB block: inhibitors of PAF-induced NF-kB signaling, primary screen, cell-based, GFP fluorescence, uHTS | inhibition, % at 5 µM | actives 0.86% (n = 360,000) | KKLEB NF-kB-GFP reporter, GFP fluorescence overnight | AID 588850, 2011;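 active means at least 50% inhibition at 5 µM, scaled per plate between neutral and stimulator controls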;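 further: PAF is a Pseudomonas aeruginosa culture filtrate used as stimulus; plate controls were PAF-stimulated DMSO wells for no effect and unstimulated DMSO wells for full effect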
NR2F2 inh: NR2F2 transcriptional activity inhibitors, primary screen, cell-based, luciferase reporter, HEK293T, luminescence | inhibition, % at 8.6 µM | AID 686940, 2013 | HEK293T NGFI-A luciferase reporter | actives 0.7% (n = 370,000);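 active means inhibition above a per-plate cutoff, mean inhibition of test wells between control levels plus 3 SD, cut at about 38% in these data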;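 further: cells cotransfected with COUP-TFII expression vector driving the NGFI-A reporter; 0% = median of COUP-TF2 test wells and 100% = reporter-only cells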
Target sequence (P24468 whole entry, looked up): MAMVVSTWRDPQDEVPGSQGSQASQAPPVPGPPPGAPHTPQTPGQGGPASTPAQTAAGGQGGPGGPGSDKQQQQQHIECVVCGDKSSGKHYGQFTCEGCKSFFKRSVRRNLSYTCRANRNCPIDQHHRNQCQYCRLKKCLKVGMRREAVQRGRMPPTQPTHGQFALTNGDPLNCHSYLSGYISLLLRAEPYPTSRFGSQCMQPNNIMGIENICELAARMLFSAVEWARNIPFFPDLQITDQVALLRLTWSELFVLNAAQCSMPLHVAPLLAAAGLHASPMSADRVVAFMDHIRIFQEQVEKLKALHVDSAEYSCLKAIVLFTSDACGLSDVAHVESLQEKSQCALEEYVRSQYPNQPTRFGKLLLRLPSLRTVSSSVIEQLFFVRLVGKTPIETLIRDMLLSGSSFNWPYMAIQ
NR5A2 inv ag: LRH-1 (NR5A2) inverse agonists, primary screen, cell-based, luminescence, HEK293T, StAR-luciferase reporter | LRH-1 transfected, 24 h | inhibition, % at 3.6 µM | actives 0.13% (n = 360,000) | AID 602396, 2012;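 active means inhibition above the mean inhibition of all tested compounds plus 3 SD, cut at about 73% in these data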;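 further: 0% = DMSO wells and 100% = reporter-only cells lacking LRH-1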
Target sequence (O00482 whole entry, looked up): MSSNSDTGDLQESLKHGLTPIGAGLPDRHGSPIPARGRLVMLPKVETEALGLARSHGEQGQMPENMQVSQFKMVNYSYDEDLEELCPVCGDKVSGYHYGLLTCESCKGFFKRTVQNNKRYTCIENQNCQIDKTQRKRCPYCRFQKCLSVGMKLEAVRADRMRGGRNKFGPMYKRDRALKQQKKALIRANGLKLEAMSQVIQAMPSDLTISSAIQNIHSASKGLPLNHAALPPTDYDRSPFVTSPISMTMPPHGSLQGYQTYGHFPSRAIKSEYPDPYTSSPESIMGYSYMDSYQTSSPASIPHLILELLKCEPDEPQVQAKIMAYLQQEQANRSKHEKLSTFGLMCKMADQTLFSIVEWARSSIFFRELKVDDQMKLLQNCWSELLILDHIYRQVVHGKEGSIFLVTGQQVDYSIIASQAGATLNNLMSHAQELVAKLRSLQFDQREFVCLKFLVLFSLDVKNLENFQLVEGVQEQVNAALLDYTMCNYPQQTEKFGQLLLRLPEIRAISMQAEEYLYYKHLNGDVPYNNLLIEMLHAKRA
KKLEB tox: cytotoxicity in KKLEB CF airway cells, primary screen, cytotoxicity control for CF NF-kB inhibitor project, cell-based, uHTS, fluorescence assay plates. AID 602141, 2011. activity change (cytotoxicity), % at 5 µM. actives 0.36% (n = 360,000). KKLEB CF airway cells viability, ATPlite luminescence, overnight; stronger effect = lower value; cells stimulated with P. aeruginosa culture filtrate;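 active means corrected activity change at or below -50% at 5 µM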
TWEAK Fn14 block: inhibitors of TWEAK-Fn14 signaling, primary screen, luciferase reporter cells, uHTS; TWEAK-stimulated Fn14 reporter cells, luciferase luminescence, 8 h; inhibition, % at 10 µM; actives 2% (n = 360,000); AID 1159606, 2016; in the data active means inhibition above about 50%
TROY signal inh: inhibitors of TROY-driven NF-kB signaling, primary screen, Q293 LMP1-TROYcd cells, NF-kB luciferase, uHTS; AID 1347056, 2019; Q293 LMP1-TROYcd NF-kB luciferase reporter, 4 h; actives 0.98% (n = 360,000); inhibition, % at 10 µM;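 active means compounds whose plate-normalised and pattern-corrected inhibition of the luciferase reporter signal at the single screening dose is 50% or more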
SRC3 inh: SRC3 coactivator transcriptional activity inhibitors, primary screen, cell-based, luminescence. inhibition, % at 3.6 µM. AID 588352, 2011. Nuclear receptor coactivator 3 (Homo sapiens), Q9Y6Q9. HEK293 GAL4-SRC3 luciferase reporter. actives 0.17% (n = 360,000);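 active means inhibition above a per-campaign cutoff, the mean of all compounds plus 3 SD, cut at about 60% in these data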;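 further: 0% = DMSO-treated cells and 100% = gossypol-treated cells at 36 µM; higher means less SRC3-driven luciferase light from the GAL4 reporter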
SRC1 inh: SRC1 coactivator transcriptional activity inhibitors, primary screen, cell-based, luminescence; Nuclear receptor coactivator 1 (Homo sapiens), Q15788; HEK293 GAL4-SRC1 luciferase reporter; inhibition, % at 3.6 µM; actives 0.12% (n = 360,000); AID 588354, 2011;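 active means inhibition above the campaign mean plus 3 SD, with each screening campaign given its own cutoff, cut at about 60% in these data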;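 further: 0% = DMSO treated cells and 100% = gossypol at 36 µM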
Shn3 inh set2: reduction of Shn3 3'UTR firefly luciferase signal, primary screen, Schnurri-3 inhibitor project, cell-based, Clone20 osteoblasts, set 2 | Clone20 osteoblast Shn3 3'UTR firefly luciferase, 24 h | inhibition, % at 12.5 µM | actives 0.52% (n = 360,000);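 active means mean inhibition of at least 75% with every replicate also reaching 75%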;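 further: 0% = median of neutral control wells and 100% = pilot-screen positive control compound; some compounds past the cut are filed as inactive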
LMP1 NFkB inh: EBV LMP1-driven NF-kappaB luciferase reporter inhibitors, primary screen, cell-based, luminescence, single point; LMP1-induced NF-kappaB luciferase reporter cells; inhibition, % at 12.5 µM; actives 0.69% (n = 350,000); AID 504558, 2011; in the data active means inhibition above about 41%;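 further: 0% = neutral control wells and 100% = reference inhibitor control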
C8 TRAIL sens: viability loss with TRAIL in NB7+C8 cells, primary screen, TRAIL sensitizer project, cell-based, ATPlite luminescence; inhibition (viability loss, TRAIL sensitization), % at 10 µM; actives 1% (n = 360,000); AID 624354, 2012;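 active means compounds causing at least 50% loss of cell viability in the single-dose screen, relative to plate controls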
* hit, by the source's call; / = not tested or not shown. Only part of the results is shown; the hit share may differ from the screen's.

SMILES	CF NFkB block	NR2F2 inh	NR5A2 inv ag	KKLEB tox	TWEAK Fn14 block	TROY signal inh	SRC3 inh	SRC1 inh	Shn3 inh set2	LMP1 NFkB inh	C8 TRAIL sens
CC1(C)NC(=O)N(CCC(=O)Nc2cc(C(F)(F)F)ccc2Cl)C1=O	-19	2	26	8	2	5	30	8	-2	-5	-4
Cn1nc(C(=O)NC(C)(C)C)c2ccccc21	11	-4	10	5	27	4	16	-7	-19	1	-5
CCCCn1c(N)c(N(CCOC)C(=O)c2oc3ccc(OC)cc3c2C)c(=O)[nH]c1=O	1	-3	0	2	0	-14	1	-14	-10	0	-9
CCN1C(=O)C2(C(C(=O)c3ccc(C)o3)=C(O)C(=O)N2CCCN(C)C)c2ccccc21 (stereo unspecified)	-8	-2	13	2	10	-20	1	-10	1	/	-15
OCC1(CO)COC2(CCCC2)N1	1	20	11	10	2	16	-1	0	-21	-11	6
CC(C)Sc1n[nH]c(=O)n1-c1cccc(C(F)(F)F)c1	-4	-13	-9	12	19	-23	5	-5	-14	5	-13
COc1ccc(N(C(C)C(=O)NN=C2CCCCCCC2)S(C)(=O)=O)cc1 (stereo unspecified)	2	-10	-7	-11	1	-5	-4	18	14	6	7
O=C(/C=C/N1CCOCC1)c1ccc(-c2ccccc2)cc1	16	/	-18	3	2	-60	-124	-78	-24	-6	18
COc1ccc(/C=N/n2c(N)c(S(=O)(=O)c3cccs3)c3nc4ccccc4nc32)cc1OC	-34	-1	8	13	36	5	6	2	12	-1	4
COc1ccc(C(=O)N/C(=C/c2ccco2)C(=O)NC2CCS(=O)(=O)C2)cc1 (stereo unspecified)	-6	7	-39	0	-8	10	4	-4	-22	7	0
Cc1c(/C=N/NC(=O)c2cc(=O)[nH]c(=O)[nH]2)c2ccccn2c1C(=O)c1ccccc1	-1	5	-24	8	0	-5	4	-31	10	-4	-4
COC(=O)C1CCN(C(=O)CN(C)Cc2ccc(C(C)(C)C)cc2)CC1	6	-7	-21	-5	18	-13	7	-3	4	2	6
Cc1cc(C(=O)NC2CCCc3c2cnn3-c2cc(F)cc(F)c2)nn1C (stereo unspecified)	-2	-7	0	-3	-7	-9	-23	6	-4	-3	32
CCC(C)NS(=O)(=O)c1ccc(OCC(=O)NCc2ccc(OC)cc2)cc1 (stereo unspecified)	10	-9	4	-19	3	-17	11	2	8	-4	-3
COc1ccc(CC(=O)Nc2nc(-c3cc(OC)ccc3OC)cs2)cc1	-9	4	-3	6	65*	20	8	11	19	-2	-6
CC(=O)c1cccc(N(C(=O)c2cnccn2)C(C(=O)NCc2ccccc2)c2ccco2)c1 (stereo unspecified)	-3	-7	-8	-1	7	0	7	2	10	-2	-5
CN(Cc1ccc2nsnc2c1)C(=O)C1CCC(=O)N(CCc2ccccc2)C1 (stereo unspecified)	1	-9	7	-5	2	5	11	11	-3	-1	-2
CCCNc1nc2c(c(=O)[nH]c(=O)n2C)n1CCC(C)C	3	-15	2	-3	-21	-27	-3	3	2	3	-12
Cc1ccc2c(c1)nnn2C1CCN(S(=O)(=O)c2ccc(C(=O)N3CC(C)CC(C)C3)cc2)CC1 (stereo unspecified)	16	-4	-11	-10	20	18	25	-16	78	6	22
CN(CCOc1ccccc1)C(=O)c1ccc(N2CCCC2)c([N+](=O)[O-])c1	-9	19	-5	11	12	-10	-11	-35	3	1	13
Cc1nn(C)cc1CN(C)C(=O)C1CCC(=O)N(CCc2cccc(F)c2)C1 (stereo unspecified)	-17	0	-5	11	3	-9	-4	6	-40	-1	12
CC(=O)N1c2ccc(S(=O)(=O)N3CCC(C(=O)NCc4ccc(C)cc4)CC3)cc2CC1C (stereo unspecified)	-23	14	17	14	7	8	1	8	35	2	-14
Cc1nn(Cc2ccc(Cl)cc2Cl)c(C)c1NC(=O)c1ccc(COc2cc(Cl)ccc2Cl)o1	5	-1	-14	-10	43	20	-36	-14	44	17	-3
CC(C)OCCCNC(=O)CCc1nc(-c2ccccc2)no1	8	-6	-11	-4	-4	2	2	9	8	11	-6
Cc1ccc(C)c(CN2C(=O)C(C)Oc3ccc(C)cc32)c1 (stereo unspecified)	1	-2	-3	-5	1	-18	-8	14	2	-4	-11

For reference, two of the compounds above:
SMILES	CF NFkB block	NR2F2 inh	NR5A2 inv ag	KKLEB tox	TWEAK Fn14 block	TROY signal inh	SRC3 inh	SRC1 inh	Shn3 inh set2	LMP1 NFkB inh	C8 TRAIL sens
CC(C)OCCCNC(=O)CCc1nc(-c2ccccc2)no1	8	-6	-11	-4	-4	2	2	9	8	11	-6
Cc1ccc(C)c(CN2C(=O)C(C)Oc3ccc(C)cc32)c1 (stereo unspecified)	1	-2	-3	-5	1	-18	-8	14	2	-4	-11

Two entries drawn at random from the list so far:
SMILES	CF NFkB block	NR2F2 inh	NR5A2 inv ag	KKLEB tox	TWEAK Fn14 block	TROY signal inh	SRC3 inh	SRC1 inh	Shn3 inh set2	LMP1 NFkB inh	C8 TRAIL sens
CC(C)OCCCNC(=O)CCc1nc(-c2ccccc2)no1	8	-6	-11	-4	-4	2	2	9	8	11	-6
CCCNc1nc2c(c(=O)[nH]c(=O)n2C)n1CCC(C)C	3	-15	2	-3	-21	-27	-3	3	2	3	-12

(further entries)
SMILES	CF NFkB block	NR2F2 inh	NR5A2 inv ag	KKLEB tox	TWEAK Fn14 block	TROY signal inh	SRC3 inh	SRC1 inh	Shn3 inh set2	LMP1 NFkB inh	C8 TRAIL sens
O=c1[nH]c(Cc2ccccn2)nc2scc(-c3ccc(Cl)cc3)c12	-17	14	4	4	10	18	15	0	16	-2	25
COc1ccc(N(CC(=O)N/N=C/c2cc(Br)c(C)o2)S(=O)(=O)c2ccc(NC(C)=O)cc2)cc1	0	1	-2	4	19	1	9	2	10	4	-6
O=C(CSc1ncccn1)Nc1cccc2ccccc12	-8	3	-4	4	12	-1	-5	-15	-13	-5	5
O=C(O)CSCC(=O)N1CCN(S(=O)(=O)c2cc(Cl)cc(Cl)c2)CC1	7	-2	14	-2	11	4	17	10	-3	3	-18
CCN(CC)C(=O)COc1cc(C)cc2oc(=O)cc(-c3ccccc3)c12	2	-3	0	-3	7	5	-9	1	14	-1	-3
O=C(COc1ccc([N+](=O)[O-])cc1)Nc1ccc(N2CCN(C(=O)c3ccco3)CC2)cc1	-36	-10	-8	9	0	-1	-7	-6	47	0	14
O=C(Nc1cc(-c2ccccc2)nn1-c1ccccc1)c1ccccc1F	0	-2	6	-12	-30	-23	13	-5	8	8	6
O=C(C1=C[C@H](c2ccc3c(c2)OCO3)C[C@H](OCc2ccc(CO)cc2)O1)N1CCN(Cc2ccc3c(c2)OCO3)CC1	-18	22	6	-7	15	20	6	-5	-8	-5	3
O=C(CCN1CCOCC1)Nc1ccccc1	-8	-5	-6	11	1	0	1	-10	-19	0	-9
COc1ccc(CN2CCCC(C(=O)Nc3cccc(-n4cnnn4)c3)C2)c(C)c1C (stereo unspecified)	10	-9	-7	-3	-7	0	7	1	-2	7	0
O=C(COc1cc2oc(=O)c3c(c2cc1Cl)CCC3)Nc1cccnc1	6	-1	3	-8	-27	6	-47	-8	-30	-3	0
CC(=O)N1N=C(c2ccc(NS(C)(=O)=O)cc2)CC1c1ccc2nccnc2c1 (stereo unspecified)	-27	-23	-10	4	-7	3	-6	-9	20	10	-3
O=C(COC(=O)c1cc([N+](=O)[O-])ccc1N1CCOCC1)c1ccc(OC(F)F)cc1OC(F)F	14	-6	-5	-11	-20	-14	-12	-17	32	2	-3
CCN(CC)S(=O)(=O)c1cccc(NN=c2c(=O)c3ccccc3c2=O)c1	-20	18	0	-13	-16	-10	17	-2	-5	-4	5
COc1ccc(C(C(=O)NC2CCCC2)N(Cc2ccccc2)C(=O)c2nsc(Cl)c2Cl)cc1 (stereo unspecified)	13	-1	25	-16	10	-8	11	7	26	-6	4
O=C(N1CCOCC1)N1CCN(S(=O)(=O)N2CCCCC2)CC1	-3	14	-1	-2	4	-40	2	-9	-6	-3	2
CC1CCCCN1C(=O)N[C@@H](Cc1ccccc1)C(=O)O (stereo partly specified)	-12	-3	2	7	9	17	10	5	-10	3	4
Cc1ccc2c(c1)N(C(=O)NC1CCCCC1)C(C)(C)CC2C (stereo unspecified)	13	2	-24	-9	-2	-12	-6	-4	-8	-10	26
CC(=O)N1C[C@H]2CON(C)[C@H]2C[C@H]1c1cccc(N2CCOCC2)c1	21	-27	-2	-6	5	-37	8	2	-21	8	-16
Cc1ccc(S(=O)(=O)N2CCN(C(=O)c3cc(=O)[nH]c4ccccc34)CC2)c(C)c1	18	8	23	-5	-1	13	-11	-7	-10	-5	22
COCc1cc(C)nc(SCC(=O)NC2CCCCC2C)c1C#N (stereo unspecified)	-16	4	13	10	24	-2	14	-12	13	3	-7

3 entries out of the list above, ordered by the number in LMP1 NFkB inh, low to high.
mol | CF NFkB block | NR2F2 inh | NR5A2 inv ag | TWEAK Fn14 block | SRC3 inh | SRC1 inh | Shn3 inh set2 | LMP1 NFkB inh
O=C(N1CCOCC1)N1CCN(S(=O)(=O)N2CCCCC2)CC1 | -3 | 14 | -1 | 4 | 2 | -9 | -6 | -3
CCN(CC)C(=O)COc1cc(C)cc2oc(=O)cc(-c3ccccc3)c12 | 2 | -3 | 0 | 7 | -9 | 1 | 14 | -1
O=C(O)CSCC(=O)N1CCN(S(=O)(=O)c2cc(Cl)cc(Cl)c2)CC1 | 7 | -2 | 14 | 11 | 17 | 10 | -3 | 3
